Rev-erbA mod = modulators of Rev-erb alpha DNA binding, primary screen, biochemical, FITC-DNA, fluorescence polarization, uHTS | hit rate 0.79% among 370,000 | Nuclear receptor subfamily 1 group D member 1 (Homo sapiens), P20393 | Rev-erbα–FITC-DNA binding, 90 min | activity, % at 10 µM;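 active = activity above about 14%, limit read from the data; passing the limit was not always enough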;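 also: 0% = DMSO wells with 35 nM protein and 100% = DMSO wells with 750 nM protein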
MBD2 inh = inhibitors of MBD2 binding to methylated DNA, primary screen, biochemical, TR-FRET, DNA-binding domain, human | Methyl-CpG-binding domain protein 2 (Homo sapiens), Q9UBB5 | inhibition, % at 4.4 µM | MBD2 binding to methylated oligonucleotide | hit rate 0.31% among 370,000; in the data active = inhibition above about 13%
SMARCA2 activ = SMARCA2 (BRM) function activators, primary screen, cell-based, luminescence, high throughput | MG213 cells, MMTV-luciferase reporter, dexamethasone, overnight | activation, % at 9.1 µM | hit rate 1% among 370,000 | AID 652017, 2013; in the data active = activation above about 7.8%;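 also: 0% = vehicle wells and 100% = reference activator wells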
PLC-gamma1 inh = PLC-gamma1 enzyme inhibitors, primary screen, biochemical, fluorescence, purified enzyme; 1-phosphatidylinositol 4,5-bisphosphate phosphodiesterase gamma-1 (Homo sapiens), P19174; fluorogenic substrate; inhibition, % at 12.2 µM; hit rate 0.84% among 370,000; AID 720700, 2013; in the data active = inhibition above about 9.5%
hcDAF-12 act = H. contortus DAF-12 nuclear receptor activators, primary screen, cell-based, luminescence, HEK293, lit1-tk-luc reporter. activation, % at 6.8 µM. AID 652067, 2013. HEK293 hcDAF-12 lit1-tk-luc reporter; 0% DMSO, 100% Δ7-dafachronic acid. hit rate 1.4% among 370,000;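 active = activation above the mean of all tested compounds plus 3 SD, cut at about 5.5% in these data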;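 also: 100% = response to 3 µM Δ7-dafachronic acid high control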
PLC-beta3 inh = human PLC-beta3 inhibitors, primary screen, biochemical, fluorescence. 1-phosphatidylinositol 4,5-bisphosphate phosphodiesterase beta-3 (Homo sapiens), Q01970. Purified PLC-beta3, fluorogenic substrate. inhibition, % at 12.2 µM. hit rate 0.18% among 370,000; in the data active = inhibition above about 11%;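 also: 0% = median of compound wells on plate and 100% = full blocker control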
DAX1 inh-1 = DAX1 (NR0B1) inhibitors on StAR promoter, primary screen, cell-based, luminescence, SF-1 (NR5A1), full-length DAX-1; HEK293T StAR-luciferase reporter, SF-1/DAX-1 repression relief; inhibition, % at 6.8 µM; hit rate 1.1% among 370,000; AID 652010, 2013;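 active = inhibition above the mean over all tested compounds plus 3 SD, cut at about 3.6% in these data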;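 also: 0% = DAX-1 cells with DMSO and 100% = cells lacking DAX-1 with DMSO; higher inhibition means more luminescence from relief of DAX-1 repression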
DAX1 inh-2 = DAX1 (NR0B1) inhibitors, primary screen, cell-based, HEK293, Gal4-DAX1, luciferase luminescence; Nuclear receptor subfamily 0 group B member 1 (Homo sapiens), P51843; HEK293 Gal4-DAX1 luciferase reporter; inhibition, % at 6.75 µM; hit rate 0.99% among 340,000; AID 504766, 2011;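 active = inhibition above the mean over all tested compounds plus 3 SD, cut at about 4.2% in these data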;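 also: 0% = DAX1-transfected cells with DMSO and 100% = empty-vector control cells with DMSO; inhibition shows as a rise in luminescence from relieved DAX1 repression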
Target sequence (P51843 207-470 limits assumed): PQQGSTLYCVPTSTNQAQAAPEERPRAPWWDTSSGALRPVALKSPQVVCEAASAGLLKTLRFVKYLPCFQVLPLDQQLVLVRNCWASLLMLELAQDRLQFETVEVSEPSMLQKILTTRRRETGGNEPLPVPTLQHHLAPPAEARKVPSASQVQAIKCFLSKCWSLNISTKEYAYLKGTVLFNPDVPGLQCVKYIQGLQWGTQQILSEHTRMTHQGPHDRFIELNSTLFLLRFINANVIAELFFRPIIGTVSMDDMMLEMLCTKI
hgDAF-12 ag = H. glycines DAF-12 receptor agonists, primary screen, cell-based, luminescence, HEK293, GAL4 fusion, UAS-luciferase; Nuclear hormone receptor DAF-12 (Heterodera glycines), GAL4 fusion; HEK293 GAL4-hgDAF12 UAS-luciferase reporter, agonist luminescence; normalized to butyrate control; activation, % at 6.8 µM; hit rate 1.8% among 370,000;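 active = activation above a cutoff set at the mean of all screened compounds plus 3 SD, cut at about 10% in these data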;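 also: 0% = DMSO wells and 100% = sodium butyrate wells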
ADAM17 inh = ADAM17 inhibitors, primary screen, biochemical, QFRET | hit rate 0.83% among 370,000 | inhibition, % at 6.95 µM | Disintegrin and metalloproteinase domain-containing protein 17 (Homo sapiens), P78536 | recombinant ADAM17, EDANS/DABCYL FRET peptide cleavage;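 active = inhibition above the mean of compounds lying between control limits plus 3 SD, set per campaign, cut at about 8.5% in these data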;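 also: 0% = DMSO-only wells as the low control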
Target sequence (P78536 215-824 limits assumed): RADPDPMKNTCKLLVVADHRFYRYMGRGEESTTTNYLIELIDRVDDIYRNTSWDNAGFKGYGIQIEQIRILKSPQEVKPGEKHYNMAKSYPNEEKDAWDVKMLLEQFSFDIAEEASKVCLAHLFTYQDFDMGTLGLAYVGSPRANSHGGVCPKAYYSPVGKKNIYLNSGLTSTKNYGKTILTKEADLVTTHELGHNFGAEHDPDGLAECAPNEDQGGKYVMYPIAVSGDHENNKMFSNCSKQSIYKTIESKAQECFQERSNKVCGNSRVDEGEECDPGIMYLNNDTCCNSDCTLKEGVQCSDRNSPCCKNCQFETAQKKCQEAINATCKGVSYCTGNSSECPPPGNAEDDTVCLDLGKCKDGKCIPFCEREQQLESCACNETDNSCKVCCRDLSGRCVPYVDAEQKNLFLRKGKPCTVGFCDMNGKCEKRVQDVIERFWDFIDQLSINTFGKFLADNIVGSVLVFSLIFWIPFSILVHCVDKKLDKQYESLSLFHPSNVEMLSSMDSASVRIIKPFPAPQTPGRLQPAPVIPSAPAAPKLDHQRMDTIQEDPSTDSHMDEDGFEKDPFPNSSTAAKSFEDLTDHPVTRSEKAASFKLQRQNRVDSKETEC
ssDAF-12 act = S. stercoralis DAF-12 nuclear receptor activators, primary screen, cell-based, luminescence, HEK293, GRIP1 co-expression, lit1-tk-luc. Nuclear hormone receptor DAF-12 (Strongyloides stercoralis). HEK293 ssDAF-12/GRIP1 lit1-tk-luc reporter; % of 3 µM dafachronic acid response. activation, % at 6.8 µM. hit rate 1% among 370,000. AID 652126, 2013;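 active = activation above the mean over all tested compounds plus 3 SD, cut at about 0.9% in these data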;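 also: 0% = DMSO-only wells and 100% = 3 µM delta7-dafachronic acid wells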
* = called active by the depositor; . = not tested or not shown.

SMILES	Rev-erbA mod	MBD2 inh	SMARCA2 activ	PLC-gamma1 inh	hcDAF-12 act	PLC-beta3 inh	DAX1 inh-1	DAX1 inh-2	hgDAF-12 ag	ADAM17 inh	ssDAF-12 act
COC(=O)c1ccc(C2c3c(n[nH]c3C)C(=O)N2c2ccc(C)cc2)cc1 (stereo unspecified)	-1	-1	-2	2	-2.6	2	-0.6	-0.9	-1.2	0	-1.3
O=c1c2ccccc2ncn1-c1ccccc1C(F)(F)F	4	-6	1	-4	-0.3	2	0.5	0.0	-2.1	-3	-1.0
Cc1cccc(CCNC(=O)C2CCC(=O)N(Cc3ccccc3F)C2)n1 (stereo unspecified)	0	-1	-2	0	-1.1	-6	-0.7	1.2	-2.3	0	-0.9
Fc1ccc2c(c1)C(c1cccnc1)=NNC(c1cccs1)=N2	-2	0	6	-5	1.6	-9	-0.3	-0.2	0.5	0	-1.9
Cc1nc2cc(Cl)ccc2n1CCO	0	0	-2	3	0.3	4	-0.5	2.0	-0.7	-2	-0.8
CN(C)C(=S)Nc1cccc(C(F)(F)F)c1	1	0	5	0	0.9	-3	-0.5	3.9	0.9	-2	-0.6
COc1ccc(-c2noc(C3CCCN(C(=O)c4cccc(C)c4)C3)n2)cc1 (stereo unspecified)	8	1	-1	0	-1.8	-5	-0.5	-0.8	-1.6	-87	-1.9
CN(C)C(CNC(=O)Nc1cccc(Cl)c1)c1cccnc1 (stereo unspecified)	1	3	1	-1	-0.5	1	-0.2	0.1	1.3	-6	-1.0
Cc1ccc(C)c(S(=O)(=O)N2CCN(C(=O)CSc3ccccc3)CC2)c1	0	3	-1	4	-1.8	-5	0.3	-0.1	2.5	4	-0.8
C/C(=N\NC(=O)c1ccc(F)cc1)c1ccccn1	6	-3	9.6*	5	0.7	5	0.7	0.5	0.3	-2	-0.6
CC(Oc1ccc2c3c(c(=O)oc2c1)CCCC3)C(=O)NCc1ccccn1 (stereo unspecified)	-2	-2	0	-26	-0.5	-50	-4.2	0.2	0.5	-87	-1.2
COc1ccc(-c2nc3n(c2C)Cc2ccccc2-3)cc1	0	2	5	-49	9.9*	-71	1.2	4.0	12*	-138	2.2*
CCOc1ccc(NS(=O)(=O)c2ccc(NS(=O)(=O)c3ccccc3)cc2)cc1	3	0	-1	-1	-0.3	1	-0.4	-0.6	-1.3	3	-1.1
CCn1c(-c2cc(Cl)ccc2OC)n[nH]c1=S	-1	3	-1	-1	0.1	-1	-0.7	0.6	1.1	-5	-1.5
CC(CCc1ccccc1)NC(=O)C(=O)NCCO (stereo unspecified)	4	-2	0	3	-1.1	4	0.6	0.8	1.9	2	-0.7
CC(OC(=O)Cn1[nH]c(=O)c2ccccc2c1=O)C(=O)Nc1ccc(F)cc1Cl (stereo unspecified)	4	13	-1	4	3.4	-2	1.0	0.3	2.0	0	-1.1
CN1CCN(C(=O)c2ccccc2-c2ccccc2C(=O)O)CC1	-4	-3	-4	4	-0.4	-6	-0.4	1.2	-1.2	2	-1.6
COc1cc(/C=C/C(=O)OCC(=O)NCCC2=CCCCC2)cc(OC)c1OC	-3	-4	0	-43	-1.0	-65	-1.7	1.8	0.3	-27	-1.2
O=C(c1ccc(Oc2ccc(Cl)cc2)c([N+](=O)[O-])c1)N1CCCC1	-2	3	-4	0	-1.4	1	-1.1	0.3	-1.2	0	-1.6
O=C1NC(NS(=O)(=O)c2ccccc2)(C(F)(F)F)C(=O)N1CCc1ccccc1 (stereo unspecified)	-4	-8	-5	8	2.0	2	0.5	-1.0	0.1	3	-1.0
Nc1nc(CSCCO)nc(Nc2ccc(F)cc2)n1	-2	5	6	3	-0.6	2	0.2	1.1	3.0	-5	-1.2
CSc1nc(N2CCOCC2)c2c3c(sc2n1)CCC3	-1	1	2	-1	-2.2	-3	-0.4	-0.4	-0.4	-3	-1.1
COc1ccc(S(=O)(=O)NCCNC(=O)N2CCOCC2)cc1	1	-3	-1	2	-0.3	-3	-1.6	0.6	1.2	2	-1.2
COc1ccc(N2CCN(C(=O)C3CCCN(S(=O)(=O)c4c(C)noc4C)C3)CC2)cc1 (stereo unspecified)	-4	3	-3	0	-1.4	-12	-0.7	3.6	1.1	-5	-1.6
COc1ccc(N2CCN(CC(=O)c3c[nH]c4ccccc34)CC2)cc1	-3	0	-6	3	-0.5	-2	-0.1	-2.2	-3.0	-3	-1.1
OCC1(CCCc2ccccc2)CCN(Cc2ccc(F)cc2)CC1	-3	1	1	-2	-0.1	-1	-0.3	-0.3	6.5	-3	-0.9
CN(CCCC(=O)Nc1nccs1)S(=O)(=O)c1ccc(Cl)cc1	1	1	-1	0	0.7	1	0.0	0.8	-0.3	-3	-1.8
COc1ccc(SCCN2CC[C@@H](O)CCC2=O)cc1	3	2	1	4	-0.2	4	0.0	-0.2	0.3	-1	-1.5
C=CCNC(=O)c1ccc(Cl)cc1Cl	3	2	-2	-2	2.6	-1	-0.5	0.1	0.9	-7	-1.4
COc1ccc(NS(=O)(=O)c2cc(NC(=O)CNC(=O)c3cccc(OC)c3)ccc2C)cc1	-1	3	1	2	-3.0	1	0.1	0.0	-5.7	4	-0.8
COc1ccc(CCN2CC(C(=O)OCC(=O)Nc3c(C)nn(-c4ccccc4)c3C)CC2=O)cc1OC (stereo unspecified)	2	1	-2	-1	-1.4	-5	0.5	-0.4	-1.0	-2	-0.9
O[C@@H]1CN(Cc2cccs2)[C@@H](c2ccccc2)C[C@H]1n1cc(C2CC2)nn1	1	-5	-6	2	-2.5	2	-0.2	0.4	-0.4	-6	-0.9
Cc1ccccc1NC(=O)C1(NC(=O)c2cccc(N3C(=O)CSC3c3ccccc3)c2)CCCCC1 (stereo unspecified)	-10	-4	1	2	-2.5	3	-0.4	-0.7	-1.5	3	-1.4
CNC(=O)C1CCC(=O)N1Cc1c[nH]c2ccccc12 (stereo unspecified)	3	0	0	1	0.3	2	0.2	.	-0.6	-1	-0.8
CCC(C)NC(=O)CSc1nc2ccccc2c(=O)n1CCCC(=O)NCC1CCCO1 (stereo unspecified)	6	-1	-4	0	0.3	1	-1.3	2.7	-0.8	1	-1.5
Cc1cc(C)c2nc(SCC(=O)NNC(=O)c3ccco3)c(C)cc2c1	1	5	-3	-2	-1.9	-7	-0.2	1.6	-2.7	0	-1.3
CC(C)(C)c1ccc(OCCC(=O)NNC(=O)c2ccncc2)cc1	3	-1	0	-1	-1.0	1	-1.2	1.5	5.8	-6	-1.0
COCCCN1C(=O)[C@H](CC(=O)NCC2CCCCC2)[C@]2(C(=O)OC)CCCCC=C12	-5	1	-4	0	-1.0	0	-0.3	.	-1.7	-3	-1.3
COc1cc(CCNC(=O)CCCn2c(=O)c3cccn3c3cccnc32)cc(OC)c1OC	1	5	-1	-1	-2.4	-4	-0.3	-0.5	-0.8	-4	-1.1
CCCCc1nc2cc(C(=O)N3CCCCC3C(=O)OC)ccc2o1 (stereo unspecified)	-2	-1	2	-1	-0.9	-1	4.2*	1.0	12*	-4	-0.2
O=C(NC1CCCCC1)C(Cc1ccccc1)NS(=O)(=O)c1cccs1 (stereo unspecified)	0	0	3	4	-1.8	1	0.1	-0.4	-0.9	-2	-1.1
CCCCN(Cc1cc2cccc(C)c2[nH]c1=O)S(C)(=O)=O	1	-4	0	0	-1.1	-4	-0.5	-1.9	4.3	-7	-1.1
CCCc1cc(C(=O)OC)c(NC(=O)CCCC(=O)O)s1	4	0	-2	1	2.1	-4	-0.1	-0.2	2.0	-4	-1.3
CCOC(=O)C1CCN(C(=O)NC23CC4CC(CC(C4)C2)C3)CC1	-8	0	-1	1	0.1	0	-0.1	0.2	2.6	-2	-1.8
CCOC(=O)CSc1nnc(SCCN2C(=O)c3ccccc3C2=O)s1	1	-3	1	0	-0.4	-2	0.4	-0.9	1.6	0	-0.9

2 entries picked at random from those above:
SMILES	Rev-erbA mod	MBD2 inh	SMARCA2 activ	PLC-gamma1 inh	hcDAF-12 act	PLC-beta3 inh	DAX1 inh-1	DAX1 inh-2	hgDAF-12 ag	ADAM17 inh	ssDAF-12 act
CCCc1cc(C(=O)OC)c(NC(=O)CCCC(=O)O)s1	4	0	-2	1	2.1	-4	-0.1	-0.2	2.0	-4	-1.3
O[C@@H]1CN(Cc2cccs2)[C@@H](c2ccccc2)C[C@H]1n1cc(C2CC2)nn1	1	-5	-6	2	-2.5	2	-0.2	0.4	-0.4	-6	-0.9

Entries of single compounds from above. Order of screens: Rev-erbA mod, MBD2 inh, SMARCA2 activ, PLC-gamma1 inh, hcDAF-12 act, PLC-beta3 inh, DAX1 inh-1, DAX1 inh-2, hgDAF-12 ag, ADAM17 inh, ssDAF-12 act
O=C(NC1CCCCC1)C(Cc1ccccc1)NS(=O)(=O)c1cccs1 (stereo unspecified) as listed: 0, 0, 3, 4, -1.8, 1, 0.1, -0.4, -0.9, -2, -1.1
COc1cc(CCNC(=O)CCCn2c(=O)c3cccn3c3cccnc32)cc(OC)c1OC as listed: 1, 5, -1, -1, -2.4, -4, -0.3, -0.5, -0.8, -4, -1.1
CCCCN(Cc1cc2cccc(C)c2[nH]c1=O)S(C)(=O)=O as listed: 1, -4, 0, 0, -1.1, -4, -0.5, -1.9, 4.3, -7, -1.1
Cc1cc(C)c2nc(SCC(=O)NNC(=O)c3ccco3)c(C)cc2c1 as listed: 1, 5, -3, -2, -1.9, -7, -0.2, 1.6, -2.7, 0, -1.3
CNC(=O)C1CCC(=O)N1Cc1c[nH]c2ccccc12 (stereo unspecified) as listed: 3, 0, 0, 1, 0.3, 2, 0.2, ., -0.6, -1, -0.8

More entries.
SMILES	Rev-erbA mod	MBD2 inh	SMARCA2 activ	PLC-gamma1 inh	hcDAF-12 act	PLC-beta3 inh	DAX1 inh-1	DAX1 inh-2	hgDAF-12 ag	ADAM17 inh	ssDAF-12 act
O=C(O)c1ccccc1NCN1C(=O)C2CC=C(Cl)CC2C1=O (stereo unspecified)	2	1	-1	-15	-0.7	-22	0.8	0.2	-0.6	-34	-1.7
COc1cccc(CNC(=O)c2ccc(NC(=O)CC3SC(N4CCCCC4)=NC3=O)cc2)c1 (stereo unspecified)	-7	-2	-2	0	1.4	-9	-1.5	0.8	-4.4	0	-1.0
CC1(C)Cc2cccc(OCC(=O)Nc3ccccc3N3CCOCC3)c2O1	1	8	6	-3	-0.5	2	0.5	1.1	-0.7	-4	-0.7
C/C(Cl)=C\Cn1c(Nc2ccccc2)nc2c1c(=O)n(C)c(=O)n2C	2	0	-2	1	-0.9	-2	-0.1	0.0	-2.1	-7	-0.6
